GAA spleen mod = qHTS Assay for Inhibitors and Activators of Human alpha-Glucosidase From Spleen Homogenate; Lysosomal alpha-glucosidase (Homo sapiens), P10253; human spleen homogenate, 4-MU-alpha-glucoside fluorescence; Potency, µM (doses to about 79.9 µM), without a hit: at the top dose activity change, negative = inhibition, most hits filed as inhibitors; actives 0.006% (n = 240,000);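 note: potency is the fitted concentration of half-maximal effect; 0% = enzyme with vehicle and -100% = no enzyme basal signal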
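AC50 values come from Hill-equation fits of concentration-response data, normalized to no-enzyme and full-activity controls. Enzyme source: 1 ug human spleen homogenate; 1 mM fluorogenic 4-MU glucoside, pH 5.0 citrate buffer, 37 C, 40 min.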
GAA glycogen mod = qHTS Assay for Inhibitors and Activators of Human alpha-Glucosidase Cleavage of Glycogen. Lysosomal alpha-glucosidase (Homo sapiens), P10253. recombinant GAA, glycogen substrate, Amplex Red glucose oxidase fluorescence. Potency, µM (titrated, usually from 76.4 µM), without a hit: at the highest dose activity change, negative = inhibition, most hits filed as inhibitors. actives 0.38% (n = 300,000). AID 2100, 2009;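 note: potency is the fitted concentration of half-maximal effect; 0% = full enzyme reaction and -100% = no-enzyme basal signal; the screen sought inhibitors and activators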
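qHTS, 1536-well; enzyme 4 nM final; cpd up to 77 uM; substrate bovine liver glycogen 30 ug; 50 mM citrate/phosphate pH 5.0, 0.01% Tween-20; 37 C, 40 min; Amplex Red detection 45 min RT; Hill fit → AC50.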
GAA inhib = qHTS Assay for Inhibitors of Human alpha-Glucosidase as a Potential Chaperone Treatment of Pompe Disease | Lysosomal alpha-glucosidase (Homo sapiens), P10253 | purified human GAA, 4-MU-alpha-glucoside fluorescence | Potency, µM (doses to about 76.9 µM), for the others: at the top dose activity change, negative = inhibition, usual class: inhibitors | actives 0.005% (n = 200,000) | AID 1466, 2008;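 note: potency is the fitted concentration of half-maximal effect; plate controls were uninhibited enzyme wells for no effect and no-enzyme background for full effect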
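Fluorogenic assay: 4 nM human alpha-glucosidase with 400 uM 4-methylumbelliferyl-alpha-D-pyranoside in 50 mM citrate/phosphate, 0.005% Tween-20, pH 5.0, 20 min at room temperature. Compounds tested up to 77 uM; AC50 from Hill fits.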
LMNA splice mod = qHTS Assay for Modulators of Lamin A Splicing; HeLa LMNA splicing GFP/RFP minigene ratio, 48 h; Potency, µM (titrated, usually from 46.1 µM), for the others: at the top dose ratio change, negative = inhibition, actives largely listed as inhibitors; actives 0.01% (n = 200,000); active = well fitted inhibition curve with a large enough effect in the signal ratio, with a control signal flat, not every such curve was filed as active; inconclusive = small, poorly fitted or top-dose-only effect, or effect the other way, or a change in a side signal; the % refers to the signal ratio; note: potency is the fitted concentration of half-maximal effect; % is set by controls: 0 for no effect and ±100 for the full control effect
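S3 HeLa cells stably expressing lamin A-EGFP splicing minigene plus DsRed2, 600 cells/well, 48 h compound exposure at 37C. Laser-scanning cytometry; analysed as GFP (500-530 nm)/RFP (575-640 nm) total intensity ratio; 0.5% DMSO vehicle.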
HTT cytoprotect = qHTS Multiplex Assay to Identify Dual Action Probes in a Cell Model of Huntington: Cytoprotection (ATP). PC12 HTT-Q103 induced, cytoprotection, ATP luminescence, 40 h. Potency, µM (titrated, usually from 56.4 µM), inactives show cytoprotection (ATP increase), usual class: activators. actives 0.14% (n = 230,000). AID 1471, 2008;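 note: potency is the fitted concentration of half-maximal effect; % of control where 0% means no effect; nearly all actives have a fitted effect of over 45% in size; toxic huntingtin expression switched on by the ecdysone agonist tebufenozide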
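Cells were plated at 1500 per well in phenol red-free DMEM with 5% equine and 5% calf serum. Tebufenozide (100 nM final) and compounds were added, then ATPlite reagent, and luminescence was read.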
HTT aggregate = qHTS Multiplex Assay to Identify Dual Action Probes in a Cell Model of Huntington: Aggregate Formation (GFP); Potency, µM (titrated, usually from 46.1 µM), without a hit: at the highest dose activity change, negative = inhibition, hits mostly inhibitors; AID 1688, 2009; PC12 HttQ103-GFP aggregates, Acumen cytometry, 40 h; actives 1.1% (n = 220,000); note: potency is the fitted concentration of half-maximal effect; % is set by controls: 0 for no effect and ±100 for the full control effect; nearly all actives have a fitted effect of over 60% in size
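Aggregate formation scored by laser-scanning cytometer (488 excitation, 500–530 emission) in lysed PC12 cells expressing Q103-GFP after 100 nM tebufenozide induction; library tested in dose series, with ATPLite reagent added in the multiplex.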
CBFb-RUNX1 inh = qHTS Assay for Compounds Blocking the Interaction Between CBF-beta and RUNX1 for the Treatment of Acute Myeloid Leukemia; AlphaScreen CBFb-His/RUNX1-biotin binding, biochemical; Potency, µM (doses to about 59.8 µM), without a hit: top-dose activity, negative = inhibition, usual class: inhibitors; Runt-related transcription factor 1 (Homo sapiens) + Core-binding factor subunit beta …; 230,000 tested, under 10 active; note: % of control where 0% means no effect
Target sequence (Q01196 whole entry, looked up): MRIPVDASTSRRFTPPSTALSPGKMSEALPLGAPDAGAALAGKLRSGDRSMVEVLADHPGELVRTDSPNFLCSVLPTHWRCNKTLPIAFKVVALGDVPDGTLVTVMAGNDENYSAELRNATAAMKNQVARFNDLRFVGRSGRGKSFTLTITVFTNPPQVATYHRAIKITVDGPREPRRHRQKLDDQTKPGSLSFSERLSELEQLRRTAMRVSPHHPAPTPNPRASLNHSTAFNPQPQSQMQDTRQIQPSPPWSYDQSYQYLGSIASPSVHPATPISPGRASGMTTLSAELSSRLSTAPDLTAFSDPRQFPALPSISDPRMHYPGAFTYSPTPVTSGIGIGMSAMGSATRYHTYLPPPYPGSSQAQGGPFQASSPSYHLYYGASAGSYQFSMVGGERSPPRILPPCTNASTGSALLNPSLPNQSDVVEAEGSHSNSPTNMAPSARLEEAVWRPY
Target sequence (Q13951 whole entry, looked up): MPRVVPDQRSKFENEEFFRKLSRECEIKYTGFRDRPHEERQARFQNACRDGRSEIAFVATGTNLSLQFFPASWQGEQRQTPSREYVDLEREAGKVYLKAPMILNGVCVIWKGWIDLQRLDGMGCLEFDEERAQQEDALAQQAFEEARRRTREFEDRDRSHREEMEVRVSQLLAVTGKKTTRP
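Compounds were screened at multiple concentrations against a preformed CBF-beta(His)/RUNX1(biotin) complex (30 nM of each) for 15 min at room temperature, followed by 90 min with nickel and streptavidin beads and AlphaScreen reading.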
Active calls of the source: *; ? = inconclusive; . = no result given; [ ] = remark or other dose. Unless noted, calls come from the whole dose curve; as a rule, active = well fitted curve in the direction sought with a large enough effect; inconclusive = small, poorly fitted or top-dose-only effect, or another doubt; inactive = no such curve, though single readings can be large; an effect the other way counts as inactive or inconclusive.

Structure	GAA spleen mod	GAA glycogen mod	GAA inhib	LMNA splice mod	HTT cytoprotect	HTT aggregate	CBFb-RUNX1 inh
CCOC(=O)c1cc([N+](=O)[O-])sc1N	-3%	5%	-3%	-3%[46 µM]	-20%	-17%	-5%
CCCCOc1ccc(Cl)cc1CSc1nnc(C)n1N	-1%	1%	-9%	9%	-4%	-11%	-1%
O=C(NCCN1CCC(Cc2ccccc2)CC1)C1CCN(S(=O)(=O)N2CCC3(CC2)OCCO3)CC1	-11%	5%	?	.	-36%[inhibitor]	-11%	1%
Cn1nc(Cc2n[nH]c(=S)n2C)c2ccccc2c1=O	-4%	1%	.	.	-1%[10 µM]	-31%[9.22 µM]	6%
Cc1cc(C)c(C(=O)c2ccc(C(=O)N(C(C)C)C(C)C)cc2)c(C)c1	-1%	-1%	-10%	-25%	-20%	19%	-5%
CCCC(=O)NC(=S)N1CCN(c2ccc([N+](=O)[O-])cc2)CC1	3%	6%	-3%	7%	.	13%	-4%
CCC/C(O)=C1\C(=O)CC(c2ccccc2)CC1=NCCc1c(C)[nH]c2ccc(C)cc12 (stereo not drawn)	-3%	2%	5%	9%	.	-9%	5%[2.36 µM]
Cn1cc(/C=C/C(=O)N2CCCC(C(=O)c3ccc(C(F)(F)F)cc3)C2)cn1 (stereo not drawn)	5%	-14%	.	.	17%[10 µM]	4%[9.22 µM]	8%
CCSc1nnc2c(Cl)cc(Cl)cn12	-10%	-11%	-15%	5%	-3%	-17%[9.22 µM]	0%
CC(C)NS(=O)(=O)c1ccc(CCC(=O)N2CCCCC2)cc1	-1%	7%	?	-10%[46 µM]	-2%[10 µM]	-8%[9.22 µM]	0%
CC(=O)c1cccc(NC(=S)NC(=O)CC(C)(C)C)c1	5%	-4%	3%	12%	-23%	-5%	3%
Cc1cc(C)c(S(=O)(=O)N2CCN(C)CC2)c(C)c1	-14%	6%	8%	-8%	-22%	-7%	-5%
CCOC(=O)c1c(-c2ccccc2)csc1N1C(=O)Nc2ccccc2N1O	-7%	5%	-14%	?	-31%[inhibitor]	5%	1%
Cc1nnc(SCC(=O)Nc2nc3c(s2)CC(C)CC3)s1 (stereo not drawn)	5%	5%	-3%	?	-19%	?	4%
CN(C)/C=N/c1nc(Sc2ccc(C(F)(F)F)cc2[N+](=O)[O-])n[nH]1	-2%	3%	-10%[15.4 µM]	.	-27%[10 µM]	-20%[9.22 µM]	-3%
Cc1ccc(NC(=O)NC(=O)CSc2n[nH]c(N)n2)c(C)c1	0%	-8%	1%	-4%[9.22 µM]	-12%	-9%	7%
Fc1ccc(C2CCCN2Cc2nc(Cc3ccccc3)no2)cc1 (stereo not drawn)	-3%	-16%	-4%	.	18%[10 µM]	15%[9.22 µM]	7%
N#CC1=C(N)Oc2cc(O)ccc2C1c1cccs1 (stereo not drawn)	-5%	7%	-4%[15.4 µM]	-5%	-3%[10 µM]	-9%	-5%
CCCCC(CC)C(=O)Nc1ccc(Nc2ccccc2)cc1 (stereo not drawn)	-2%	-5%	-5%	-22%	-5%[10 µM]	-10%	-5%
CCCCOc1cccc(C(=O)NNC(=S)NC2CCCCC2)c1	-2%	-28%	-12%	?	15%[10 µM]	?	-1%
COC(=O)c1cccnc1-n1c(=O)c2cccnc2n(Cc2cccc(OC)c2)c1=O	4%	-4%	-6%[15.4 µM]	5%	-25%	19%	1%
O=C(CNS(=O)(=O)c1ccccc1)OCC(=O)c1ccc(OC(=O)c2ccccc2)cc1	-9%	-2%	-1%	7%[0.0737 µM]	0%	-11%	0%
C=CCn1c(=O)/c(=C/c2ccc(F)cc2)s/c1=C(\C#N)c1nnc2n1CCCCC2	-4%	5%	0%	2%	-5%	8%	2%
COc1cccc(N2CCN(C3OC(=O)c4ccccc43)CC2)c1 (stereo not drawn)	-17%	0%	-2%	-4%	-8%	8%	4%
COc1cccc(-n2c([S-])c(C(=O)Nc3ccc(S(=O)(=O)N4CCOCC4)cc3)[n+]3cc(C(N)=O)ccc23)c1	-6%	-22%	?	-20%[46 µM]	-29%[10 µM]	-8%[9.22 µM]	-15%
NS(=O)(=O)c1ccc(NC(=O)CSc2ncnc3ccccc23)cc1	5%	-12%	5%	-11%[46 µM]	8.9µM*	-2%	9%
COc1ccc(N2C(=O)C3CCCN3C2c2cccc(C)c2)cc1Cl (stereo not drawn)	-6%	10%	?	-4%	5%[10 µM]	-7%	9%
CCCc1nn(-c2cc(Cl)ccc2OC)c2c1C(=O)CCC2	9%	12%	-3%	3%	-53%[inhibitor]	5%	1%
C=CCN1C(=O)N/C(=C/c2ccccc2OCC(=O)Nc2ccc(F)cc2)C1=O	13%	-1%	1%	-4%	.	12%	-12%
CC1CCN(C(=O)CSc2nnc(Cc3ccccc3)o2)CC1	-4%	1%	-1%	-16%	-2%	-16%	?
COc1ccc2c(c1)sc(=N)n2C	6%	8%	0%	.	-47%[inhibitor][10 µM]	-18%	0%
CC(C)N=C1SCC(C)(/C=N/O)S1 (stereo not drawn)	5%	-19%	1%	-7%	10%[0.074 µM]	-5%	-7%
CC(C)(C)C(=O)Nc1nnc(-c2ccncc2)o1	5%	11%	5%	-7%	9%[10 µM]	-9%	-25%
COc1cccc(Cn2nnc(C(=O)NCCc3ccc(Cl)cc3)c2N)c1	9%	-8%	-10%	2%	-32%	-1%	1%
O=C(/C=C/c1cccs1)Nc1ccc(N2CCOCC2)c(S(=O)(=O)Nc2ccccc2Cl)c1	9%	11%	3%	?	-7%[10 µM]	14%	-18%
CC1Cc2ccccc2N1c1ncnc2c1nnn2Cc1ccccc1 (stereo not drawn)	8%	-10%	9%	5%	8%	-5%	2%
Nc1ncccc1OCc1ccc(Cl)c(Cl)c1	3%	-3%	.	.	19%[10 µM]	9%[9.22 µM]	-2%
CCSc1nnc(NC(=O)c2csc3c2CCC(C)C3)s1 (stereo not drawn)	0%	0%	-6%	-1%	-9%[0.074 µM]	?	5%
COc1cccc(Nc2ncc3ncc(=O)n(Cc4cccs4)c3n2)c1	0%	.	.	?	-54%	.	.
O=C(Nc1ccc(N2CCOCC2)cc1)C1CCN(S(=O)(=O)c2ccccc2F)CC1	0%	3%	.	.	8%[10 µM]	-10%[9.22 µM]	-1%
COc1ccc(-c2ccc(SCC(=O)Nc3nccs3)nn2)cc1OC	6%	?	2%	-4%[46 µM]	7%[10 µM]	-3%	?
Nc1cc(C(=O)O)c(N)c2c1C(=O)c1ccccc1C2=O	0%	-4%	.	.	-15%[10 µM]	5%[9.22 µM]	.
CCCCN(C)S(=O)(=O)c1c(C)[nH]c(=O)[nH]c1=O	-3%	-7%	-4%	-5%	-2%	-19%	0%
O=C(NCC1CCCO1)c1cc2c(=O)[nH]c3ccccc3c2s1 (stereo not drawn)	-6%	3%	-6%	8%[46 µM]	-17%	17%	5%
COc1ccc(OC)c(Cc2nnc(CCC(=O)N3CCCCCC3)o2)c1	-2%	19%	10%	19%[46 µM]	-9%[10 µM]	25%[9.22 µM]	13%
O=C(Nc1nnc(C2CC2)s1)c1ccc(S(=O)(=O)c2ccccc2)cc1	0%	3%	-2%	17%	0%	27%	0%
Oc1ccc(/C=N/Nc2ncnc3nc[nH]c23)cc1	?	?	.	.	-13%[10 µM]	-17%[9.22 µM]	-1%
COc1ccc(CNC(C)(C)C)cc1Cl	-9%	4%	-3%	1%	-16%	6%	-2%
CC(O)[C@H]1CN=C(N)N1CCc1cc(C(F)(F)F)cc(C(F)(F)F)c1 (stereo partly drawn)	-2%	3%	.	.	1%[10 µM]	13%[9.22 µM]	-3%
Cc1noc(C)c1COC(=O)CNC(=O)c1cccc(F)c1	-5%	0%	1%	12%[46 µM]	-24%	4%	7%
Cc1ccccc1NC(=O)c1cccc(C(F)(F)F)c1	-11%	-6%	?	10%	10%[0.074 µM]	-10%	4%
COc1ccc(OC)c(S(=O)(=O)NCCC2=CCCCC2)c1	-8%	4%	-7%	-11%	-10%[0.074 µM]	-13%	17%
COc1ccc(CNC(=O)Nc2cc(C)cc(C)c2)cc1	-7%	5%	.	.	-17%[10 µM]	-8%[9.22 µM]	-16%
C=CCn1c(SCCOc2ccccc2)nnc1C(C)NC(=O)c1ccccc1 (stereo not drawn)	6%	-9%	2%	3%	21%	5%	4%
COc1cccc(NC(=O)N2CCCC2C(=O)NCC(C)C)c1 (stereo not drawn)	7%	4%	-9%	5%	-5%[10 µM]	-10%	4%
Cc1ccc2cc(C3CC(c4cccs4)=NN3S(C)(=O)=O)c(Cl)nc2c1 (stereo not drawn)	1%	-2%	.	.	-12%[10 µM]	-8%[9.22 µM]	-1%
COc1ccccc1C(=O)N1CCC(N2CCN(c3ccccc3OC)CC2)CC1	5%	-14%	.	.	13%[10 µM]	21%[9.22 µM]	-2%
CCc1c(C)c2cc(Cl)c(O)c(CN3CCCCC3)c2oc1=O	?	-1%	?	-4%	-16%	8%	5%
Cc1ccc(C(=O)COC(=O)CNS(=O)(=O)c2ccccc2)cc1[N+](=O)[O-]	3%	7%	-5%	?	-9%	9%	3%
Cc1cc(Cl)ccc1C(=O)C1CCCN(C(=O)c2cscn2)C1 (stereo not drawn)	-4%	18%	1%	8%[46 µM]	16%[10 µM]	4%[9.22 µM]	-3%
